ABHD5-PLIN5 inh: ABHD5-PLIN5 interaction inhibitors, primary screen, cell lysate, split luciferase complementation, luminescence; Perilipin-5 (Homo sapiens) + 1-acylglycerol-3-phosphate O-acyltransferase ABHD5 (Homo …; Split G. princeps luciferase complementation, 4 h; inhibition, % at 4 µM; hit rate 0.78% among 360,000; AID 602281, 2012;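 active = inhibition above the mean inhibition across every tested compound plus 3 SD, cut at about 22% in these data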;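 also: 0% = DMSO only wells and the 100% control is not disclosed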
Target sequence (Q00G26 whole entry, looked up): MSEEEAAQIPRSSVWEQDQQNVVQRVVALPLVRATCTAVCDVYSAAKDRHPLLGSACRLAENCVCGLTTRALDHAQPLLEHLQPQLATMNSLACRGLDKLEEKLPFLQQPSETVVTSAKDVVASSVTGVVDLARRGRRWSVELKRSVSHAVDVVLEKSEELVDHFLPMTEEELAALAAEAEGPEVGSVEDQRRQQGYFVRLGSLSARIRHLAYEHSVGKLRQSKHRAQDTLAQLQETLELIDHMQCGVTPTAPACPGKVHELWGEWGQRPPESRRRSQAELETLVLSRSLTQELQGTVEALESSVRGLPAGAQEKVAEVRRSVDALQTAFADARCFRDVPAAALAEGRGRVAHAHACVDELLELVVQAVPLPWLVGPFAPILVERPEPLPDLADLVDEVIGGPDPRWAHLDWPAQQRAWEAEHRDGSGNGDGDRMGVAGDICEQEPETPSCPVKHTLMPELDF
Target sequence (Q8WTS1 whole entry, looked up): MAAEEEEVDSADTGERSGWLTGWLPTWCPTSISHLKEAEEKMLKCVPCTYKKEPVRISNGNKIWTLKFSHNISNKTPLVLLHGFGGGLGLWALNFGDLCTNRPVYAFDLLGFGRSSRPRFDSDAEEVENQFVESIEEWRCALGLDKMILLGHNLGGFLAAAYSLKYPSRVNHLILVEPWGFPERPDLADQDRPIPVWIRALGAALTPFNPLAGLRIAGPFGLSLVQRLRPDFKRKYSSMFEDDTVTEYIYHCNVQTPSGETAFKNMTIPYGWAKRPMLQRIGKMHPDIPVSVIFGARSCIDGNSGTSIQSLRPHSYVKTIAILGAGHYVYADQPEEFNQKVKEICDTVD
MC4R antagonist: MC4R antagonists of cAMP signaling, primary screen, cell-based, TR-FRET, antagonist arm of biased-ligand search; Melanocortin receptor 4 (Homo sapiens), P32245; MC4R-expressing cells, MTII-stimulated cAMP, LANCE TR-FRET; AID 540295, 2011; hit rate 0.48% among 360,000; inhibition, % at 6.5 µM;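 active = inhibition above its plate's cutoff, the mean of tested wells on that plate plus 3 SD, cut at about 29% in these data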;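 also: 0% = Melanotan II alone and 100% = Melanotan II plus saturating MCL0020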
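Assay system: human MC4R-expressing U2OS cells; reagent: Melanotan II stimulation of cells; dosing: 6.5 µM single dose; timing: compound 30 min, challenge 1 h, detection 1 h; signal: TR-FRET cAMP assay; replicates: one well per compound, no replicates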
PDI inh: inhibitors of human PDI, primary screen, biochemical, turbidity, single point, plate reader; Protein disulfide-isomerase (Homo sapiens), P07237; hit rate 0.052% among 350,000; PDI insulin aggregation turbidity, A650, 90 min; AID 588391, 2011; inhibition, % at 10 µM;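 active = mean inhibition across replicates of 30% or more, whatever share of single replicates reach that level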;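 also: absorbance from insulin aggregation driven by PDI reduction with DTT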
ABCB6 inh MLPCN: ABCB6 transporter inhibitors, primary screen, K562-ABCB6 cells, flow cytometry, MLPCN library; fluorescence ratio to DMSO, % at 10 µM; ATP-binding cassette sub-family B member 6 (Homo sapiens), Q9NP58; AID 602162, 2011; hit rate 0.19% among 360,000; K562-ABCB6 porphyrin accumulation, 1 h; stronger effect = lower value;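 active = fluorescence ratio to DMSO below 75%, the collection mean minus 3 SD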;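 also: signal is porphyrin accumulated inside mitochondria; 100% equals median channel fluorescence of DMSO control wells; lower ratio means ABCB6 inhibition with less porphyrin fluorescence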
MC4R ag barr: MC4R agonists recruiting beta-arrestin, primary screen, cell-based, luminescence, agonist arm of biased-ligand search. U2OS MC4R beta-arrestin complementation; percent of melanotan II response, DMSO zero. activation, % at 8.9 µM. hit rate 0.98% among 360,000;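 active = activation above a per-plate cutoff, the mean activation of sample wells on that plate plus 3 SD, cut at about 8% in these data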
CaV13 FRET inh: Primary screen for inhibitors of IQ motif and Ca2+-dependent inactivation inhibitor domain binding in CACNA1D, Förster resonance energy transfer in living cells, …. HEK cells, CFP/YFP FRET ICDI-IQ, plate reader, 10 min; percent FRET-ratio fall versus neutral wells. inhibition, % at 12.3 µM. hit rate 0.098% among 340,000. AID 743397;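 active = mean replicate inhibition of at least 30% and at least 1% of replicates passing that level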;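 also: 0% = median of the neutral control wells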
Exocytosis inh: LAMP-1 surface exposure blockers, TALL-104 cells – cell-based, flow cytometry, MLPCN library, primary screen | inhibition, % at 10 µM | hit rate 0.66% among 360,000 | TALL-104 LAMP-1 surface exposure; cells stimulated with thapsigargin and PMA;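 active = inhibition above about 55%, limit read from the data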
Cardio protect: cardioprotection against H2O2-induced cell death, primary screen, uHTS, H9c2 cells, ATPLite luminescence | AID 588492, 2011 | protection from H2O2 cell death, % at 20 µM | H9c2 cardiomyocytes, H2O2 injury protection, 2 h | hit rate 0.63% among 360,000;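 active = compounds giving at least 50% protection of heart cells from peroxide-induced death in the single-dose screen, raw or plate-pattern-corrected value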;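 also: 0% = DMSO wells with peroxide and 100% = DMSO wells without peroxide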
N-glyco inh: increase of ERlucT glycosylation luciferase signal, primary screen, N-linked glycosylation inhibitor project, D54 ERlucT cells, luminescence, set 2; D54 ERlucT glycosylation luciferase reporter, 24 h; percent of 100 nM tunicamycin response; reporter increase, % at 12.5 µM; hit rate 0.23% among 360,000;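 active = mean luciferase reporter signal, scaled so untreated is 0 and the glycosylation-blocking control 100, at or above a set limit in every replicate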;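 also: luciferase carries N-glycosylation sites so blocking glycosylation raises the light; 0% = median of neutral control wells and 100% = median of 100 nM tunicamycin wells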
m5-HT2A agonist: mouse Htr2a agonists via beta-arrestin recruitment, primary screen, cell-based, luminescence; 5-hydroxytryptamine receptor 2A (Mus musculus), P35363; CHO-K1 mHTR2A beta-arrestin complementation; percent of 30 µM serotonin response; activation, % at 7.6 µM; hit rate 0.66% among 360,000;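 active = activation above a run cutoff, the mean activation of all tested compounds plus 3 SD, cut at about 14% in these data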;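 also: 0% = plate median of compound wells and 100% = 30 µM serotonin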
* hit, by the source's call; . = no result given.

SMILES,ABHD5-PLIN5 inh,MC4R antagonist,PDI inh,ABCB6 inh MLPCN,MC4R ag barr,CaV13 FRET inh,Exocytosis inh,Cardio protect,N-glyco inh,m5-HT2A agonist
CC(C)(O)C#Cc1ccc(CN2CCC(n3nccc3NC(=O)C3CC3)CC2)cc1,11,-3,4,100,-2.1,-2,-3,3,1,6
CN(C(=O)C1CCCCC1)C1(C)CCS(=O)(=O)C1 (centres undefined),19,1,2,89,-2.8,-5,2,6,1,1
COC(=O)c1ccc(NC(=O)c2cccc(OC)c2)cc1,4,20,7,97,-0.2,-2,0,-13,4,2
COCCN1Cc2cccc(C(=O)NCc3cccnc3)c2C1=O,8,9,.,99,1.2,-3,0,7,1,1
O=C(O)C1(c2ccccc2)CCN(S(=O)(=O)c2ccccc2)CC1,7,-2,2,105,-1.2,-4,-19,-2,0,1
Cc1ccc(S(=O)(=O)Nc2c(C)nn(C)c2C)c(C)c1,-11,2,5,91,-2.9,-16,17,-2,1,2
Cc1cc(S(=O)(=O)Cc2noc(-c3c(C)noc3C)n2)c(C)cc1Cl,6,4,10,109,1.1,-4,-1,6,-3,-1
COc1ccc(CCn2c(-c3ccc(Cl)cc3)n[nH]c2=S)cc1OC,3,5,3,99,-2.5,-2,4,7,0,-1
O=[N+]([O-])c1c(C(Cl)Cl)nn(-c2ccccc2)c1N1CCOCC1,-6,1,-1,100,4.0,1,-1,-1,-2,0
O=C(C1CCCC1)N1CCN=C1SCc1cccc([N+](=O)[O-])c1,-18,11,-2,96,-1.9,-2,-1,0,-3,2
Cn1c(SCc2ccccc2Cl)nc2c1c(=O)[nH]c(=O)n2C,7,7,-6,101,0.2,-11,-1,-1,1,4
CC(=O)c1ccccc1OCC(O)CNC1CCCC1 (centres undefined),-3,3,-3,98,-1.1,-2,6,15,-3,-7
CC(C)NC(=O)C1(C)CCN1C(=O)Cc1ccc(-c2ccccc2)cc1 (centres undefined),7,0,-5,100,-2.2,-5,6,-7,-1,-3
O=C(c1cc(COc2c(F)cccc2F)on1)N1CCN(C2CCCCC2)C(=O)C1,-7,0,2,103,-1.5,-2,-2,-6,0,1
CC1(C(=O)NS(=O)(=O)c2ccc(Cl)s2)CCN1C(=O)CCc1ccccc1 (centres undefined),-8,17,-8,98,0.9,-5,3,6,0,1
CC(=O)NCc1ccc(C(=O)O)cc1,0,10,0,91,0.1,-7,48,4,-2,0
Nn1c(COc2ccccc2F)nnc1SCC(=O)NC1CCCCC1,-4,5,3,100,-1.7,-16,-1,3,-1,-4
COc1cc(C2Nc3cccc4cccc(c34)N2)cc(OC)c1O,6,-5,0,101,-2.0,-8,0,-6,4,-8
O=C(CSc1ncnc2[nH]ncc12)Nc1cccc(Oc2ccccc2)c1,8,0,6,97,5.6,-7,10,-9,2,0
CCCCn1nnnc1C(c1cc2ccccc2o1)N1CCN(c2ncccc2C#N)CC1 (centres undefined),3,.,.,101,.,-5,-5,.,.,2
COC(=O)c1ccc(OCCN2CCCCCC2)cc1,0,5,-1,101,-2.1,-4,-1,-6,1,-2
O=C1CC(c2ccccc2)C(C(=O)Nc2ccccc2F)N1 (centres undefined),0,4,.,99,-1.7,-4,1,6,-1,4
Cn1c(N)c(C(=O)COC(=O)CSc2cccc3cccc(Cl)c23)c(=O)n(C)c1=O,-1,11,0,99,1.4,-1,-3,-2,3,2
CC(C)CCN(C(=O)c1csnn1)C(C(=O)NC1CCCC1)c1ccccc1 (centres undefined),5,3,4,96,-1.9,-7,9,6,1,-2
CC1CCCN(C(=O)Cn2cnc3c2c(=O)n(C)c(=O)n3C)C1 (centres undefined),-4,-4,9,94,-0.2,-4,-2,3,0,6
CCOC(=O)[C@H]1[C@H]2COc3ccc(C)cc3[C@@H]2N2C(=O)CN(Cc3ccco3)C(=O)[C@@]12C,3,3,0,97,-2.1,-6,6,19,0,15*
COc1cccc(C2C(C#N)=C(N)N(c3ncn[nH]3)C3=C2C(=O)CCC3)c1 (centres undefined),5,1,-29,95,-2.6,0,1,3,2,3
CC1CCCN(C(=O)CN2CCN(C(=O)c3ccco3)CC2)C1 (centres undefined),6,3,3,90,0.7,-5,-2,-5,2,-2
C=CCn1c(SCC(=O)OCC)nc2cc(C(=O)NCc3ccco3)ccc2c1=O,6,-5,0,96,-1.0,-3,1,-2,5,1
Clc1cccc(Cl)c1Cn1cnc2c(NCc3ccco3)ncnc21,-2,-2,0,97,-2.7,-8,2,2,16,-1
COc1cc(/C=N\Nc2nncn2N)ccc1OC(C)=O,-10,-1,-6,102,1.6,-5,21,-7,4,6
CC(=O)Nc1nc(C)c(C(C)(C)C)s1,-2,-1,-5,97,-1.8,-3,-3,-5,2,-2
CCOCCn1c(N2CCN(c3ccccc3)CC2)nc2c1c(=O)[nH]c(=O)n2C,-1,6,2,89,-0.5,-3,4,1,0,0
COC(=O)C=CC(=NNc1ccccc1)c1ccccc1,-6,1,6,98,-1.6,-7,2,-8,-4,3
O=C1C2C3C=CC(C3)C2C(=O)N1c1ccc(Cc2ccncc2)cc1 (centres undefined),8,2,4,104,2.7,0,-4,-21,-2,9
O=C(CCn1[nH]c(=O)c2ccccc2c1=O)OC1CCCCC1,8,6,1,99,1.1,-10,2,5,1,-3
O=C(CSc1ncnc2ccccc12)Nc1ccc2c(c1)OCCO2,-11,4,1,96,-3.0,-2,-2,-12,-1,-3
C/C=C(\C)C(=O)Nc1cccc(C2=NOC3(C2)C[C@H](C(N)=O)N(C(=O)CC#N)C3)c1 (some centres undefined),-1,1,0,94,-1.6,-13,39,6,2,10
NC(=O)C1CCN(C(=O)COCc2cc(-c3ccc4c(c3)OCO4)on2)CC1,5,4,3,105,-2.4,-6,2,0,2,-1
COc1ccc(NC(=O)/C=C2\SC(=O)NC2=O)cc1,9,4,2,92,-1.1,-2,1,-7,12,2
O=C(Oc1ccc(C(=S)N2CCOCC2)cc1)c1ccccc1,1,-2,17,92,2.1,7,-1,10,2,-3
c1ccc2oc(-c3nn4c(Cn5cnc6ccccc65)nnc4s3)cc2c1,2,12,4,100,4.3,-4,-1,-4,1,-1
Cc1nc(-c2ccc(NS(C)(=O)=O)cc2)cs1,8,5,-1,101,1.8,-2,-3,-12,1,3
O=C1C(=O)N(CCCN2CCOCC2)C(c2ccc(F)cc2)/C1=C(\O)c1ccc2c(c1)OCCO2 (centres undefined),-8,9,4,93,-3.0,-3,2,1,0,-3
O=C(Cn1c(=O)sc2ccccc21)Nc1ccccc1,-5,1,-5,105,-1.2,-5,-4,0,-2,2
Cc1onc(-c2c(Cl)cccc2Cl)c1C(O)c1ccccc1 (centres undefined),3,11,1,99,1.6,-3,4,0,0,3
Cc1onc(-c2ccccc2Cl)c1C(=O)O/N=C(\N)c1ccccc1,-9,4,-1,92,-1.1,-3,-3,-10,8,1
Cc1ccc(C)n1-n1c(C)nc2sc(-c3ccccc3)cc2c1=O,-1,-1,2,87,-0.2,.,-3,-20,-9,0
CC(=O)NC(CCCCNC(=S)NC1CCCCC1)C(=O)O (centres undefined),-7,2,1,96,2.7,0,0,-1,1,-1
CC(OC(=O)c1ccc2c(c1)C(=O)N(Cc1ccncc1)C2=O)C(=O)Nc1cccc(Cl)c1Cl (centres undefined),-4,10,10,91,-0.7,-4,-2,-11,0,0

(cont.)
SMILES,ABHD5-PLIN5 inh,MC4R antagonist,PDI inh,ABCB6 inh MLPCN,MC4R ag barr,CaV13 FRET inh,Exocytosis inh,Cardio protect,N-glyco inh,m5-HT2A agonist
O=C(C1=C(O)C(=O)N(CC2CCCO2)C1c1ccc(Cl)cc1)c1ccco1 (centres undefined),-9,15,-3,99,0.6,-2,-11,4,1,-4
S=c1[nH]nc(-c2cccnc2)n1-c1ccc2c(c1)OCCO2,-6,1,2,123,-3.2,-11,-2,-2,0,-2
O=C(NCC(c1ccco1)N1CCOCC1)c1ccc(F)c(F)c1 (centres undefined),-3,9,-1,98,-1.6,-7,-8,10,3,-2
Cc1cc(C)c(NC(=O)COC(=O)CSc2ccc(Br)cc2C)c(C)c1,-3,-1,-19,95,4.8,-13,-2,-5,1,0
CC(=O)Nc1ccc(NS(=O)(=O)c2ccc3c(c2)n(C)c(=O)n3C)cc1,1,13,2,95,2.5,-20,4,6,5,-4
CCc1nc2ccc(C(=O)Nc3cc(-c4ccccc4)ccc3OC)cn2c1N(C)Cc1nccs1,18,25,-9,98,0.8,-9,20,75*,-6,-6
O=[N+]([O-])c1ccc(S(=O)(=O)N2CCN=C2SCc2cccnc2)cc1,2,9,17,98,-0.6,-4,0,0,1,7
COc1ccc(N2CC(C(=O)N[C@H](C(=O)NC3CCCC3)C(C)C)CC2=O)cc1 (some centres undefined),4,15,3,100,-0.2,-15,-3,1,0,3
Cc1ccc2nc(Cl)nc(-c3ccccc3)c2c1,-7,-4,0,98,-2.0,-1,10,-13,-3,1
COc1ccc(CCNC(=O)c2ccc(CS(=O)(=O)Cc3cccc(C)c3)o2)cc1OC,3,1,-1,98,-2.1,-2,0,-2,-1,0
CCC(CC)C(=O)N(C)c1c(C)nc2c(OCCOc3ccc(F)cc3)cccn12,6,30*,-3,107,1.9,-10,1,4,-1,0
O=C(CCn1c(=O)c2ccccc2n(CC(=O)NC2CCCC2)c1=O)NCc1ccco1,-3,4,-5,97,-1.9,-3,0,-1,1,0
CN(C(=O)COC(=O)c1ccc(S(=O)(=O)N2CCCC2)cc1)c1ccccc1,-1,0,-4,98,-1.6,-2,4,2,2,-3
Cc1nnc(SCC(=O)Nc2nc(-c3ccccc3)cs2)n1N,-5,5,5,97,0.8,.,0,3,1,-3
O=C(O)CSc1nnc(-c2ccc3c(c2)OCO3)n1-c1ccccc1,4,2,2,98,0.1,-4,0,2,0,4

Compounds were not picked by outcome (roughly 4.2% active in at least one column).
